NCI-60 one-dose screen, 48 h, at 10 µM unless noted. Numbers give growth in % (100 = growth as untreated, 0 = no growth, -100 = all killed).
EKVX: EKVX NSCLC; 71,000 compounds, 3% hits; AID 1794765
MOLT-4: MOLT-4 leukemia cells; 80,000 compounds, 6.9% hits
HOP-92: HOP-92 NSCLC cells | 71,000 compounds, 6.3% hits | AID 1794738
SR: SR leukemia cells; 73,000 compounds, 8.7% hits; AID 1794780
RPMI-8226: RPMI-8226 leukemia cells; 77,000 compounds, 7.5% hits
K-562: K-562 leukemia | 78,000 compounds, 7.4% hits | AID 1794777
CCRF-CEM: CCRF-CEM leukemia | 77,000 compounds, 7% hits
HOP-62: HOP-62 NSCLC | 80,000 compounds, 3.9% hits | AID 1794735
* hit, by the source's call; / = not tested or not shown; & = joins results of further samples. How the source made its calls: active means growth percent below 10; inactive means the rest.

canonical_smiles,HOP-62,CCRF-CEM,HOP-92,EKVX,K-562,RPMI-8226,MOLT-4,SR
O=c1ccn([C@@H]2C=C(CO)[C@@H](O)[C@H]2O)c(=O)[nH]1,94,105,91,97,99,97,95,111
Cc1cc(C)c2c(n1)sc1c(Nc3ccc(O)cc3)ncnc12,19,17,36,/,45,39,14,13
CCCCCCCSc1ncnc2c1ncn2C(=O)Sc1ccccc1,81,52,/,57,72,81,59,83
C[C@H]1C(=O)[C@H]2C[C@@]3(C)CO[C@@]2([C@H]3O)[C@@]2(C)CC[C@@]12O,104,109,110,102,95,113,99,93
O=C(c1ccccc1)c1c(/C=C/c2ccc(Br)cc2)nc2ccccc2c1/C=C/c1ccc(Br)cc1,87,107,94,90,114,101,105,/
CCCCN1C(=O)C(CC(=O)Nc2ccc(F)c(F)c2)n2c1nc1ccccc12 (stereo unspecified),106,108,112,98,/,108,102,106
O=C(NC(Cc1nnc2n(Cc3ccccc3)c(=O)c3c4c(sc3n12)CCCC4)c1ccccc1)c1ccccc1 (stereo unspecified),71,62,75,99,91,123,61,104
CNC(=O)c1ccc(Cl)c(S(=O)(=O)NC)c1,106,102,98,110,115,111,97,93
CCCC(=O)c1ccc(C)o1,95,102,/,101,/,105,99,103
CC(=O)NCCCCCNC(C)=O,104,106,/,/,128,109,104,113
COc1ccc2c(c1)C(=O)/C(=C/c1cccnc1Cl)CC2,110,91,88,95,/,75,95,/
Cc1cccc(/C=N\OCCc2ccccc2)n1,104&113,107&95,104&96,121&102,103,103&101,111&105,108&103
COc1ccc(N/N=C/c2cn(-c3ccc(C(=O)O)cc3)nc2-c2cc3ccccc3oc2=O)cc1,84,33,87,47,11,52,35,45
CC12SCC(C(=O)NCc3ccccc3)N1C(=O)c1ccccc12 (stereo unspecified),100,95,84,105,91,104,93,78
COc1ccc2c(c1)CC/C(=C\c1ccc(OCC(=O)Nc3nc4ccccc4s3)cc1)C2=O,83,-37*,61,96,85,85,71,68

Single values from the entries so far.
CCRF-CEM with CCCCN1C(=O)C(CC(=O)Nc2ccc(F)c(F)c2)n2c1nc1ccccc12 (stereo unspecified) reads 108
MOLT-4 with COc1ccc2c(c1)C(=O)/C(=C/c1cccnc1Cl)CC2 reads 95
EKVX with CCCC(=O)c1ccc(C)o1 reads 101
SR with CC(=O)NCCCCCNC(C)=O reads 113
EKVX with C[C@H]1C(=O)[C@H]2C[C@@]3(C)CO[C@@]2([C@H]3O)[C@@]2(C)CC[C@@]12O reads 102
HOP-62 with CNC(=O)c1ccc(Cl)c(S(=O)(=O)NC)c1 reads 106
HOP-92 with O=C(NC(Cc1nnc2n(Cc3ccccc3)c(=O)c3c4c(sc3n12)CCCC4)c1ccccc1)c1ccccc1 (stereo unspecified) reads 75

Further results
canonical_smiles,HOP-62,CCRF-CEM,HOP-92,EKVX,K-562,RPMI-8226,MOLT-4,SR
COc1ccc(N/C=C2\C(=O)CCc3c2oc2cc(Cl)c(O)c(Cl)c32)cc1,105,97,71,85,73,85,96,77
CC1CCC(C(C)C)C(NC(=O)c2ccncc2)C1 (stereo unspecified),102,/,83,/,99,94,95,87
CN(C)CC1CCC(CN(C)C)C1=O (stereo unspecified),106,28,100,133,4.3*,62,64,60
O=C(CCl)Oc1cc(Cl)c(Cl)cc1Cl,111,96,110,98,109,107,118,104
Nc1n[nH]c2ccc([C@@H]3Nc4cc5[nH]ncc5cc4[C@H]4C5CCC(C5)[C@@H]34)cc12 (stereo partly specified),47,11,58,35,11,5.1*,22,20
COc1ccc(NC(=O)C(c2ccccc2)c2ccccc2)cc1,99,116,102,100,120,107,103,106
Cc1ccc2cnc(N)c(C#Cc3cncc(C(=O)Nc4ccc(CN5CCN(C)CC5)c(C(F)(F)F)c4)c3)c2c1,-85*,-45*,-81*,-94*,-51*,-31*,-55*,-31*
Clc1ccc(C2(C3CCNCC3)CCCO2)cc1 (stereo unspecified),101,102,74,107,99,105,87,92
Cc1c(C(N)=O)sc2nc(SCC(=O)Nc3ccc(Cl)cc3)n(-c3ccccc3)c(=O)c12,109,86,/,98,84,112,156,106
NS(=O)(=O)c1ccc(Nc2nc(N/N=C/c3cccs3)nc(Nc3ccccc3)n2)cc1,85,31,55,75,60,62,58,48
CN(C)Cc1cc(Cl)cc(Cl)c1O,101,93,100,104,120,104,156,110
Cc1ccc(-c2nc(C(=O)O)c(S(=O)(=O)c3ccc(C)cc3)o2)cc1,97,98,89,106,88,104,93,101
N#CC1C(C#N)C(C(=O)c2ccc(Br)cc2)N2c3ccccc3C=CC12 (stereo unspecified),75,85,56,64,24,94,93,35
O=[N+]([O-])c1ccc(-c2nnc(SCc3nnc(-c4cccc([N+](=O)[O-])c4)o3)o2)cc1,105,90,95,98,78,/,91,86
CCOC(=O)CCCC[C@H](O)[C@H]1CC(OC)(OC)[C@@H](OC)O[C@@H]1COC(=O)/C=C/c1cn(C)cn1,96,105,94,97,102,102,106,/
CCOC(=O)c1c2ccc3cn(C)nc3c2c(C)n1Cc1ccccc1,91,/,76,86,94,/,85,66
Cn1c(=O)c(C#N)c(-c2ccccc2)n2c(SCC(O)CN3CCOCC3)nnc12 (stereo unspecified),101,118,98,106,76,84,121,93
CS(=O)(=O)C1=CN(CCO)C(=O)N2CCCN=C12,92,114,101,100,118,119,106,115
CC(C)C(CCC(=O)O)CC(=O)O (stereo unspecified),115,/,76,95,106,109,88,106
C[C@@H](C[C@H](CCO)c1cc(C(F)(F)F)cc(C(F)(F)F)c1)c1ccc2ccccc2c1,86,84,96,81,33,79,71,31
C[N+](C)=c1ccc2nc3c(cc(NCCCNc4cc5oc6cc(=[N+](C)C)ccc-6nc5c5ccccc45)c4ccccc43)oc-2c1,44,11,59,46,-1.0*,2.2*,5.3*,6.0*
CCN(CC)c1ccc2cc(C(Nc3ccc(OC)cc3)c3nnnn3C(C)(C)C)c(=O)oc2c1 (stereo unspecified),103,102,85,91,96,95,75,92
CCOC(=O)C1=C(C)NC(C)=C(C(=O)OCC)C1c1ccc([N+](=O)[O-])s1,85,82,87,/,76,60,68,67
CCOC(=O)c1cc(C(=O)c2cc(OC)cc(OC)c2)n2ncc3ccccc3c12,43,23,32,61,5.8*,33,29,4.7*
COc1ccc(C2(SCC(N)C(=O)O)c3ccccc3-c3ccccc32)cc1 (stereo unspecified),95,93,64,98,102,98,103,100
CCOC(=O)C1=C(C)NC(C)=C(C(=O)OCC)C1c1ccc(OC)c(OC)c1,104,93,82,/,95,90,94,86
Cc1ccc(-c2nc3ccccn3c2/C=C2/C(=O)Nc3ccc(Cl)cc32)cc1,97,52,96,70,/,78,50,/
Cc1c2cc[nH]c(=O)c2c(C)c2c1[nH]c1cc(OCCN3CCN(C)CC3)ccc12,-17*,14,19,-2.8*,/,-8.2*,/,/
O=c1[nH]c2cc(Cl)c(Br)cc2o1,97,71,67,83,63,83,66,/
O=c1[nH]c2ccc(Br)cc2c(O)c1C(c1ccc(Cl)cc1)c1c(O)c2cc(Br)ccc2[nH]c1=O,75,73,75,67,/,72,65,91
CCCCCCC(=O)C(C)C,94,/,/,/,95,105,97,91
CCCCN(CC)C1N=C(C)Nc2c1sc(=S)n2-c1ccc(OC)cc1OC (stereo unspecified),84,101,75,95,85,91,84,/
CSc1nc(C)cc(=O)[nH]1,100,109,110,99,97,106,93,98
O=c1c(-c2ccc3c(c2)OCO3)coc2c(CO)c(O)ccc12,-54*,1.6*,-22*,3.5*,/,2.6*,90,13
Cc1ccc2oc(=O)cc(C3c4ccc([nH]4)C(c4cc(=O)oc5ccc(C)cc45)c4ccc([nH]4)C(c4cc(=O)oc5ccc(C)cc45)c4ccc([nH]4)C(c4cc(=O)oc5ccc(C)cc45)c4ccc3[nH]4)c2c1 (stereo unspecified),-68*,-18*,-24*,-19*,-26*,-21*,-22*,-37*
CC1(C)OC(=O)CC1=O,98,89,81,97,92,93,85,89
C/C(=C(/c1ccccc1)c1ccc(OCC(O)CN2CCOCC2)cc1)c1ccccc1 (stereo unspecified),90,80,80,97,20,75,62,47
CN(C)c1ccc(Cc2ccc(N(C)C)cc2)cc1,81&102&87,75&83&97,54&57&95,87&99&107,100&89&110,79&79&94,75&73&97,91&75&113
CC(C)(c1ccc(N)cc1)c1ccc(N)cc1,90,110,113,101,106,102,107,107
Cc1ccc(CSc2oc(-c3ccccc3)nc2S(=O)(=O)c2ccccc2)cc1,88,87,53,90,93,78,83,85
O=C(O)c1cc(-c2c(Cl)cccc2Cl)nc2cc3ccccc3cc12,93,105,98,/,104,96,105,/
NS(=O)(=O)c1ccc(CCNC(=O)CSc2ccc(-c3ccc(Cl)cc3)nn2)cc1,77,56,/,89,40,45,39,51
C[C@H]1[C@H](C)CC[C@]2(C(=O)O)CC[C@]3(C)C(=CC[C@@H]4[C@@]5(C)C/C(=C/c6ccccn6)C(=O)C(C)(C)[C@@H]5CC[C@]43C)[C@H]12,90,57,59,70,57,42,74,71
O=C(Cn1c(=O)sc2nc3ccccc3nc21)Nc1ncc(Cc2cccc(Cl)c2Cl)s1,97,100,100,75,102,98,100,101
CC(=O)c1ccc(NC(=O)Cn2nc(C(F)(F)F)nc2N)cc1,91,93,100,107,103,100,93,102

Among those listed so far, these contain a cyano group.
canonical_smiles,HOP-62,CCRF-CEM,HOP-92,EKVX,K-562,RPMI-8226,MOLT-4,SR
N#CC1C(C#N)C(C(=O)c2ccc(Br)cc2)N2c3ccccc3C=CC12 (stereo unspecified),75,85,56,64,24,94,93,35
Cn1c(=O)c(C#N)c(-c2ccccc2)n2c(SCC(O)CN3CCOCC3)nnc12 (stereo unspecified),101,118,98,106,76,84,121,93

The list goes on:
canonical_smiles,HOP-62,CCRF-CEM,HOP-92,EKVX,K-562,RPMI-8226,MOLT-4,SR
CC(C)(C)OC(=O)n1cc(-c2nc(-c3c[nH]c4ncccc34)cs2)c2cc(Br)ccc21,98,55,94,75,80,72,71,/
COc1ccccc1/C(Br)=C1/CCCN2C(=O)c3ccccc3C12 (stereo unspecified),99,100,104,104,96,104,106,98
COc1ccn(C2CCCCO2)c(=O)n1 (stereo unspecified),95,80,121,85,101,109,100,92
CCOC(=O)c1cnc2c(-c3nc4ccccc4s3)c(Nc3ccccc3)[nH]n2c1=O,63,47,15,98,55,70,84,101
CN1C(C(=O)Nc2ccccn2)=C(O)c2sccc2S1(=O)=O,104,103,79,96,89,96,109,93
COc1ccc(-c2c(C#N)nnn2-c2ccc(OC)cc2)cc1,109,93,66,/,87,76,79,72
COc1ccc(-c2nc(SCc3nc4ccccc4[nH]3)nc(Nc3ccc(C)cc3)c2C#N)cc1,91,90,93,102,100,94,92,85
CCN(CC)CCNS(=O)(=O)c1ccc(C)cc1,100,105,105,99,95,108,102,93
N#Cc1c(NC(=O)NCc2ccc(Br)cc2)sc2c1CCCC2,91,/,80,81,70,98,100,67
COc1ccc2oc(=O)cc(C(c3ccc[nH]3)c3ccc[nH]3)c2c1,4.7*,11,33,33,4.4*,-3.8*,6.3*,1.9*
O=C(NCCCNC(=O)c1ccc[nH]c1=O)c1cc(-c2ccccc2)on1,68,86,54,78,87,19,79,74
COc1cccc(\C=N/N=C(N)/C(N)=N\N=C/c2cccc(OC)c2OC)c1OC,102,100,/,97,110,106,107,99
CCOC(=O)[C@H](N)CCC(=O)N[C@H](CSc1ccc([N+](=O)[O-])cc1[N+](=O)[O-])C(=O)NCC(=O)Oc1ccccc1C1CC(=O)c2ccccc2O1 (stereo partly specified),103,102,94,86,96,87,97,97
CCN(CC)c1ccc(-c2nc3ccccc3s2)cc1,87,93,91,78,78,73,83,71
Clc1cccc(Cl)c1Br,106,100,104,122,106,107,95,91
CN(C)c1nc(-c2ccco2)n2nc(-c3ccc(Cl)cc3)cc2n1,38,87,/,84,67,75,87,53
COc1ccc(/C=N/N=C(\N)c2c(N)nc(=S)[nH]c2-c2ccc(Cl)cc2Cl)cc1,90,99,75,108,102,99,96,97
CCCCCCCCCCCCCCCCCC1=NC(CO)(CO)CO1,85,/,/,/,89,100,92,95
CCOc1cc(NC(=O)c2ccccc2)c(OCC)cc1N,102,107,104,113,113,113,101,110
O=C(O)c1c(Cl)c(Cl)c(Cl)c(Cl)c1C(=O)OCC1CCCO1 (stereo unspecified),104,99,/,/,95,102,98,89
CC(=O)n1nc(-c2ccc(Br)cc2)cc1-c1ccccn1,87,109,101,71,106,107,107,113
CCCCCCCCC1CCNCC1,86,86,40,94,68,101,78,46
O=C(Nc1c(Cl)cc2c(c1Cl)Cc1cc([N+](=O)[O-])ccc1-2)C(Cl)Cl,61,73,55,43,60,81,63,67
O=C(c1ccc2c(c1)OCO2)C(c1c[nH]c2ccccc12)c1c[nH]c2ccccc12,97,84,89,94,84,93,80,97
COc1cc(NCCCCCN)c2ncccc2c1,102,-24*,117,113,102,89,88,71
O=c1ccn(Cc2cn(-c3cc4ccccc4oc3=O)nn2)c(=O)[nH]1,84,106,88,102,102,103,92,114
[2H]C1NC([2H])C(c2ccc(-n3cc4cccc(C(N)=O)c4n3)cc2)C([2H])C1[2H] (stereo unspecified),111,88,92,91,95,88,88,55
C/C(=N\NC(=S)Nc1ccccc1)c1sc(Nc2ccc(C)cc2)nc1C,103,90,49,98,86,90,/,73
O=c1c(N=Nc2ccccc2)c[nH]n1-c1ccccc1,/,86,74,/,83,79,88,77

An excerpt from above in order of heavy-atom count, falling.
canonical_smiles,HOP-62,CCRF-CEM,HOP-92,EKVX,K-562,RPMI-8226,MOLT-4,SR
CCCCCCCCCCCCCCCCCC1=NC(CO)(CO)CO1,85,/,/,/,89,100,92,95
O=c1c(N=Nc2ccccc2)c[nH]n1-c1ccccc1,/,86,74,/,83,79,88,77
COc1cc(NCCCCCN)c2ncccc2c1,102,-24*,117,113,102,89,88,71
